APOBEC3A inh – inhibitors of human APOBEC3A DNA deaminase; P31941; recombinant A3A, FAM/TAMRA ssDNA deamination fluorescence; inhibition, % at 20 µM; actives 0.41% (n = 330,000);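 active means at least 40% inhibition at 20 µM here, with at most 30% in a related deaminase screen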;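 further: plate controls were A3A with DMSO for no effect and wells lacking A3A enzyme for full effect; some results filed as inactive read as strong as hits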
Target sequence (P31941 whole entry, looked up): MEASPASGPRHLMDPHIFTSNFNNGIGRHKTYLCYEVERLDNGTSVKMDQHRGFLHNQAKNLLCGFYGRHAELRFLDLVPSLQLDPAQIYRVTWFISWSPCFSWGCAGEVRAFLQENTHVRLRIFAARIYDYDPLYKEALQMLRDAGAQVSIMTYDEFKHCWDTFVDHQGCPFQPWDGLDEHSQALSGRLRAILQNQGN
SENP1 FRET inh – SENP1 (human) catalytic domain inhibition; Q9P0U3; inhibition, % at 10 µM; recombinant SENP1 catalytic domain, CyPet-SUMO1-YPet FRET cleavage; actives 0.21% (n = 360,000);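 active means inhibition at least 30% at 10 µM, raw YFP signal under a set limit, fluorescence ratio 0.5 to 1.5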;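 further: 0% = enzyme with DMSO and 100% = no enzyme wells; some results filed as inactive read as strong as hits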
Target sequence (Q9P0U3 419-644 limits assumed): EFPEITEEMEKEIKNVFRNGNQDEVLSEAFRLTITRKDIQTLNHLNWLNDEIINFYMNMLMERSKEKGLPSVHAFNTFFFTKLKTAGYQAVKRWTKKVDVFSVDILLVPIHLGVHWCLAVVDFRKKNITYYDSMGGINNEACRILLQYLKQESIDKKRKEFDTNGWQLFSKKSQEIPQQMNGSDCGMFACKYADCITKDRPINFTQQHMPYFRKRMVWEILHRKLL
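System: Recombinant human SENP1 catalytic domain, His6-tagged | Incubation: Enzyme reaction for 50 min at room temperature, dark | Medium: Tris pH 8 with BME, BSA, NP40 and catalase | Also added: 25 nM SUMO1 FRET substrate | Compound: 10 µM single point, 0.5% DMSO | Measured by: FRET fluorescence in CFP and YFP emission channels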
beta cell repl – MIN6 beta-cell proliferation induction | MIN6 cells proliferation, ATPlite luminescence, 48 h; cells starved in 0.2% serum; 100% = growth in 10% serum | proliferation, % at 10 µM | actives 0.29% (n = 330,000) | AID 2380;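 active means compounds whose signal lies at least 3.5 SD above the mean of all wells on their plate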;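 further: 0% = DMSO-treated cells in low-serum medium and 100% = 10% serum control; some compounds called inactive have numbers as strong as hits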
mIAP inh – mouse IAP inhibition. inhibition, % at 10 µM. purified mouse IAP, CDP-Star luminescence, 30 min. actives 0.2% (n = 330,000);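 active means inhibition of at least 40% at 10 µM in the primary screen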;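 further: plate controls were DMSO with enzyme for no effect and no enzyme wells for full effect; values of inactives mirror those of a sister screen read the other way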
NLRP3 yeast inh – inhibitors of NALP3 inflammasome in yeast | Yeast reconstituted NLRP3/ASC/caspase-1, beta-gal luminescence, 24 h | inhibition, % at 10 µM | actives 0.39% (n = 330,000);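 active means inhibition of 50% or more; inactive means inhibition below 50%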;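 further: plate controls were induced DMSO wells for no effect and uninduced yeast grown without galactose for full effect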
APOBEC3G inh – blocks human APOBEC3G single-stranded DNA deamination; actives 0.28% (n = 330,000); Q9HC16; inhibition, % at 20 µM; recombinant A3G, ssDNA deamination FAM/TAMRA fluorescence;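 active means inhibition of at least 40% at 20 µM, with no more than 30% in the related APOBEC3A deaminase screen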;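 further: plate controls were DMSO wells with A3G for no effect and wells lacking A3G enzyme for full effect; some compounds called inactive have numbers as strong as hits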
mIAP activ – increases mouse intestinal alkaline phosphatase activity. muIAP, CDP-Star luminescence, 30 min; hits give high values; 1 = vehicle-only enzyme signal, 0 = enzyme-free wells. activation factor at 10 µM. AID 2805. actives 0.24% (n = 330,000);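 active means activation factor of at least 2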; further: the source names both 10 and 20 µM as test concentration; values of inactives mirror those of a sister screen read the other way
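Assay system: mouse IAP enzyme / Compound: DMSO-dissolved test compounds / Timing: 30 min, room temperature / Measured by: luminescence from enzymatic CDP-Star hydrolysis / Control set: DMSO-only wells, enzyme-free buffer wells as negative control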
hIAP activ – human IAP activation. purified human IAP, CDP-Star luminescence, 30 min; hits give high values; 1 = vehicle-only enzyme, 0 = enzyme-free background. activation factor at 10 µM. actives 0.16% (n = 330,000);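 active means activation factor of the enzyme at least 2-fold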; further: the source names both 10 and 20 µM as test concentration; values of inactives mirror those of a sister screen read the other way
Target sequence (P09923 whole entry, looked up): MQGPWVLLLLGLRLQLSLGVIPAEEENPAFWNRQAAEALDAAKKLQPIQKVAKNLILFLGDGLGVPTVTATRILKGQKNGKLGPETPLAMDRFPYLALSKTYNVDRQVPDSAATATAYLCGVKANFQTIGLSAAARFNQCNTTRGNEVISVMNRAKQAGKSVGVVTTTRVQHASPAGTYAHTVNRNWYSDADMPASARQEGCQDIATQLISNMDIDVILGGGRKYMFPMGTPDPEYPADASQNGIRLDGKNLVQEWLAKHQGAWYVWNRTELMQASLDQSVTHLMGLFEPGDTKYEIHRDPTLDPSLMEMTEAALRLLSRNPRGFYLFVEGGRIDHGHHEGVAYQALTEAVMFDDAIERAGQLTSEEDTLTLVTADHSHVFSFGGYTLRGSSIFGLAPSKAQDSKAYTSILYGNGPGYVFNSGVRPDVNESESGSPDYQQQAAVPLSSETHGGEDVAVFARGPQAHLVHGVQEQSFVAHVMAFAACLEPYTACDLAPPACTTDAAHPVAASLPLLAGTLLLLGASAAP
hIAP block – human IAP inhibition; purified IAP, CDP-Star luminescence, 30 min; P09923; inhibition, % at 10 µM; actives 0.12% (n = 330,000); AID 2544;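 active means inhibition reaching a set limit with compound at 10 µM in the primary screen, cut at about 35% in these data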;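 further: plate controls were DMSO wells with enzyme for no effect and no-enzyme buffer wells for full effect; values of inactives mirror those of a sister screen read the other way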
Starred values were filed as active, the others as inactive; x = not tested or not shown. An excerpt; count on the stated rates, not on these rows.

SMILES	APOBEC3A inh	SENP1 FRET inh	beta cell repl	mIAP inh	NLRP3 yeast inh	APOBEC3G inh	mIAP activ	hIAP activ	hIAP block
Cc1cc2c(cc1C)NC(c1cccnc1)C1=C(CC(C)(C)CC1=O)N2 (stereo not given)	-3	-1	0	5	-6	-5	0.95	1	-1
Fc1ccc(N2CCN(C(=S)NCC3CCCO3)CC2)cc1 (stereo not given)	-1	1	0	6	10	-8	0.94	1.1	-6
Cc1ccc(CNS(=O)(=O)c2c(C)[nH]c(C)c2C(=O)N2CCCC2)cc1	3	-1	-1	-5	12	3	1	1	-5
Cc1ccc2oc(C(=O)N3CCC(C(N)=O)(N4CCCCC4)CC3)c(C)c2c1	-5	1	3	-8	13	-9	1.1	1.2	-18
CN(C)CCN(CC1CCCN(Cc2ccccc2F)C1)C(=O)c1ccc(Cl)cc1 (stereo not given)	1	0	-4	-2	21	-3	1	1	0
CN(c1ccccc1)S(=O)(=O)c1ccc(NC(=O)c2ccc(-c3ccccc3)cc2)cc1	2	2	-5	14	4	-7	0.86	0.98	2
Cc1ccc(/C=C2\C(=O)NC(=O)N2C)o1	3	1	1	-3	15	19	1	1	0
CC(=O)c1cccc(NC(=O)C(NC(C)C)c2ccccc2)c1 (stereo not given)	0	0	-4	2	16	-6	0.98	0.91	9
CC1=NN(C(=O)Cc2ccccc2)C(O)(c2cccnc2)C1 (stereo not given)	4	5	1	-2	16	3	1	1.1	-9
CCOC(=O)CNC(=O)/C=C/c1ccc2c(c1)OCO2	-2	-1	0	9	14	-5	0.91	0.86	14
N#Cc1ccc(OCC(O)CN2CCN(CC(O)COc3ccc(C#N)cc3)CC2)cc1 (stereo not given)	1	1	1	-6	8	-4	1.1	1	-2
Cc1c(CC(=O)O)c(=O)oc2cc3c(cc12)CCC(C)(C)O3	-1	1	-4	7	18	-8	0.93	0.94	6
CSc1ncccc1C(=O)OCc1cccc([N+](=O)[O-])c1	0	1	3	4	14	-3	0.95	0.84	16
COc1cccc(OCCc2c(C)n[nH]c2C)c1	1	1	0	-5	8	-1	1	1	-2
O=c1[nH]c2ccccc2n2c(C(F)(F)F)nnc12	-4	-19	-2	3	1	-9	0.97	0.91	9
COc1ccc(/C=C2\SC(=S)N(CC(=O)NC3C=CS(=O)(=O)C3)C2=O)cc1 (stereo not given)	1	-25	-2	-4	11	2	1	1	-2
FC(F)(F)c1ccccc1-n1c(-c2ccco2)n[nH]c1=S	-10	-3	-4	2	15	3	0.98	0.88	12
C=CCSc1nnc(-c2cc3c(s2)-c2ccccc2CC3)o1	3	-54	-3	5	14	4	0.95	1.1	-13
CC(=O)N1CCN(c2ccc(NC(=O)c3ccc([N+](=O)[O-])cc3Cl)cc2)CC1	-3	2	-2	0	17	-8	1	1.1	-11
Cc1cc(C)c(-c2c(O)c3ccccc3n(C)c2=O)c(C)c1	-3	1	-3	0	-8	-5	1	1.1	-10
O=[N+]([O-])c1ccc(-n2nncc2-c2ccc(Cl)cc2)cc1	2	-3	-4	4	14	-3	0.96	1	0
COc1ccc(-c2ccc(CCC(=O)O)n2CC(C)C)cc1	-8	-135	0	-2	7	-8	1	1.1	-8
O=C(CCS(=O)(=O)c1ccccc1)Nc1cccc2c1C(=O)NC2=O	-2	0	-1	-11	-2	-3	1.1	1.2	-19
O=C(COC(=O)Cc1ccc(-c2ccccc2)cc1)NCc1ccccc1	-1	2	-3	6	-4	-8	0.94	0.96	4
Cc1ccc(Nc2oc(C)nc2C#N)cc1	-2	0	0	3	7	-6	0.97	1.1	-10
O=C(c1ccc2nc(Cc3cccc(Cl)c3)oc2c1)N1CCC[C@H]1CO	-5	1	0	1	2	-6	0.99	0.97	3
Cc1ccc(NC(=O)CSc2nncn2-c2ccccn2)cc1Cl	-2	2	0	1	7	-7	0.99	1	-4
CN(c1ccccc1)c1cc(=O)[nH]c(=O)[nH]1	-1	-11	0	2	2	1	0.98	1.1	-11
CCOC(=O)CC1C(=O)NCCN1Cc1ccc(OC)c(OC)c1 (stereo not given)	-5	1	3	-2	-15	-8	1	0.87	13
COc1ccccc1CNC(=O)c1ccccc1N(C)S(C)(=O)=O	0	1	-3	0	9	-3	1	0.95	5
CC(=O)Nc1ccc(C(=O)COC(=O)Cc2ccsc2)c(F)c1	-2	1	-3	-6	-4	-6	1.1	1	-5
CCOC(=O)C1CCCN(C(=O)c2ccc(OCC)cc2)C1 (stereo not given)	-1	1	-1	-6	-12	-6	1.1	1.3	-35
COc1cc(CC(=O)OCC(=O)NC2CCCC2)cc(OC)c1OC	-3	0	0	-21	-3	-8	1.2	1.3	-33
CCOCCc1nnc(NC(=O)c2ccc(OC)c(OC)c2)s1	4	-2	-1	-5	5	4	1	1	-2
O=C(Cn1nnc(-c2ccncc2)n1)N1CCc2ccccc21	0	0	-2	4	1	1	0.96	0.93	7
NC(=O)NC(CC(=O)NNC(=O)c1ccccn1)c1ccc(Cl)cc1 (stereo not given)	-6	-2	-1	15	2	-7	0.85	1.6	-63
CN(CC(=O)Nc1ccccc1F)CC(=O)Nc1ccc(F)c(F)c1F	-3	3	-3	-3	2	-7	1	2.1*	-111
COc1ccc(CCNC(=O)c2ccccc2NS(=O)(=O)c2c(F)cccc2F)cc1	-4	1	2	5	-4	-11	0.95	1.1	-10
Cc1ccc(CNC(=O)CN(C)S(=O)(=O)c2cccc3cccnc23)cc1	-1	2	-5	-3	1	-6	1	0.88	12
N#CC(C#N)=C1C=CC=CN1/C(=C\c1ccccc1)C(=O)c1cccs1	3	-26	-6	1	-7	-1	0.99	1	-1
C=CCN(c1ccc(C(=O)Nc2ccc(C)c(C)c2)cc1)S(C)(=O)=O	3	1	-3	10	4	-4	0.9	0.86	14
Cc1cc(C)cc(N(CCC#N)C(=O)COC(=O)CN2C(=O)NC(C)(C)C2=O)c1	-3	-2	0	3	12	-7	0.97	0.99	0
CC(NC(=O)c1ccccc1F)c1nnc(SCC(=O)NC2CCCC2)n1C (stereo not given)	-3	4	-1	0	22	-11	1	1	0
NS(=O)(=O)c1ccc(N2N=C(c3ccccc3)CC2c2cccc(Br)c2)cc1 (stereo not given)	2	-45	x	-81	x	-1	1.8	x	x
O=C(CNC(=O)c1ccccc1)NCC(c1ccco1)N1CCCC1 (stereo not given)	2	-4	-4	-11	14	-2	1.1	1	-3
CC1(C)CC(NC(=O)CC2CCCCC2)CC(C)(C)N1	0	1	-1	-9	5	7	1.1	1.1	-6
O=C(NC(=S)NCCc1ccccn1)c1ccco1	-2	1	0	4	24	-6	0.96	1.2	-19
O=C(NCc1ccc2c(c1)OCO2)c1ccc(N2C(=O)C3CCCCC3C2=O)cc1 (stereo not given)	0	2	2	-8	6	-7	1.1	1	-2
Cc1ccc(C)c(S(=O)(=O)NC2CCSC2=O)c1 (stereo not given)	-4	-1	-4	9	-2	-7	0.91	1.2	-21
Cc1cc(N2CCN(C)CC2)nc2ccc(NC(=O)c3ccc(Br)o3)cc12	-4	-2	-6	-14	3	-2	1.1	0.87	13
Cc1ccc(C)c(S(=O)(=O)N2CCN(C(=O)Cn3c(C(F)(F)F)nc4ccccc43)CC2)c1	2	1	-2	-9	10	-1	1.1	1.1	-11
CCOCC(=O)Nc1c(C(=O)Nc2ccc(OC)cc2OC)oc2ccccc12	0	-5	1	8	17	-2	0.92	0.84	16
Cc1ccccc1OCC(=O)OCC(=O)N1CCCc2ccccc21	2	0	-4	-6	4	6	1.1	1.1	-6
COc1ccc(C(CCN2CCOCC2)c2c(OC)cc(OC)c3ccc(=O)oc23)cc1 (stereo not given)	1	-32	x	-13	x	0	1.1	x	x
CC(=O)N(c1ccccc1Cl)S(=O)(=O)c1ccc(Cl)cc1	-1	1	-4	-13	4	-10	1.1	1	-2
COc1ccc(NC(=O)CNC(c2ccccc2)c2ccccc2)cc1Cl	-2	1	0	-16	-11	4	1.2	0.93	7
Cc1ccc2c(c1)N(CC(=O)NC(C)CCc1ccccc1)C(=O)c1cccnc1O2 (stereo not given)	-2	-1	-4	-22	-3	-4	1.2	0.94	6
CCN(CC)S(=O)(=O)c1ccc(O)c(C(=O)OCC(=O)Nc2cc(C)c(C)cc2[N+](=O)[O-])c1	-8	0	-5	-9	1	-4	1.1	1.1	-8
COc1ccc(N2C(=O)/C(=C/c3ccc([N+](=O)[O-])cc3)C=C2c2ccccc2)cc1	-2	-1	-4	16	20	-6	0.84	0.97	3
Cc1ccc(C)c(N2CCN(C(=O)CCCN3C(=S)NC(C)(C)CC3C)CC2)c1 (stereo not given)	1	1	0	20	13	-4	0.8	1.3	-32

Going on with the list.
SMILES	APOBEC3A inh	SENP1 FRET inh	beta cell repl	mIAP inh	NLRP3 yeast inh	APOBEC3G inh	mIAP activ	hIAP activ	hIAP block
Cc1ccc(S(=O)(=O)N/N=C\c2ccc3c(c2)OCO3)cc1	0	0	2	-1	1	0	1	0.99	1
O=C(CN1CCN(CC(=O)Nc2ccccc2Cc2ccccc2)CC1)Nc1ccccc1Cl	0	-1	-3	-3	26	-14	1	1.1	-6
Cn1c(COc2ccccc2)nnc1SCC(=O)Nc1ccc(N2CCOCC2)c(Cl)c1	-2	0	2	10	-1	-7	0.9	0.8	20
CCCOC(=O)/C(=C\C=C\c1ccccc1)NC(=O)c1ccccc1	-1	0	-3	5	10	-7	0.95	1.1	-7
CC1CCCCN1c1nc(-c2ccncc2)nc2ccccc12 (stereo not given)	-2	1	0	5	1	-5	0.95	0.94	6
COCCCN(Cc1ccco1)C(=O)Cn1ncc2c(=O)oc3ccc(C)cc3c21	-1	-2	2	-3	3	1	1	1.1	-5
COc1cc2c(cc1OC)CN(Cc1cccs1)CC2	1	-76	-1	-8	7	-2	1.1	1.2	-18
O=C(NCc1cccnc1)C(=O)NCC1OCCN1S(=O)(=O)c1ccccc1 (stereo not given)	-2	0	1	2	1	-13	0.98	1	0
CC1(C)C(=O)Nc2ccccc2N1C(=O)COC(=O)COc1cccc(C(F)(F)F)c1	4	0	2	10	0	-3	0.9	1.1	-12
C=CCOc1ccc2cccc(/C=N/NC(=O)c3cc4cc([N+](=O)[O-])ccc4s3)c2c1	1	-15	-4	11	7	-3	0.89	0.97	2
CCOC(=O)N1CCC(NC(=O)CCC(=O)N2CC(C)Oc3ccc(Cl)cc32)CC1 (stereo not given)	1	-1	-3	-3	2	-3	1	1	0

Given with two lines to a compound: entries from further up
Screens in order: APOBEC3A inh | SENP1 FRET inh | beta cell repl | mIAP inh | NLRP3 yeast inh | APOBEC3G inh | mIAP activ | hIAP activ | hIAP block
- O=C(NCc1cccnc1)C(=O)NCC1OCCN1S(=O)(=O)c1ccccc1 (stereo not given)
  -2 | 0 | 1 | 2 | 1 | -13 | 0.98 | 1 | 0
- CC1(C)C(=O)Nc2ccccc2N1C(=O)COC(=O)COc1cccc(C(F)(F)F)c1
  4 | 0 | 2 | 10 | 0 | -3 | 0.9 | 1.1 | -12
- C=CCOc1ccc2cccc(/C=N/NC(=O)c3cc4cc([N+](=O)[O-])ccc4s3)c2c1
  1 | -15 | -4 | 11 | 7 | -3 | 0.89 | 0.97 | 2
- CCOC(=O)N1CCC(NC(=O)CCC(=O)N2CC(C)Oc3ccc(Cl)cc32)CC1 (stereo not given)
  1 | -1 | -3 | -3 | 2 | -3 | 1 | 1 | 0

Screens: PubChem BioAssay, Sanford-Burnham Center for Chemical Genomics
